# Cardiac RTF inh: cardiac RTF calcium sensitivity inhibitors, primary screen, biochemical, IANBD-TnC fluorescence, EC70 calcium; Troponin I, cardiac muscle (Homo sapiens) + Troponin T, cardiac muscle (Homo sapiens) + …; AID 493244, 2011; hit rate 0.12% among 340,000; inhibition, % at 7.15 µM; IANBD-labeled cardiac RTF, Ca2+ fluorescence;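 active = inhibition above the mean inhibition of all tested compounds plus 3 SD, cut at about 17% in these data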;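 also: assay run at fixed EC70 calcium of 1.6 mM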
# Keap1-Nrf2 PPI: Keap1-Nrf2 protein-protein interaction inhibitors, primary screen, biochemical, fluorescence polarization, single point; Kelch-like ECH-associated protein 1 (Homo sapiens), Q14145; inhibition, % at 9.4 µM; Keap1 Kelch-Nrf2 peptide fluorescence polarization, 1536-well; hit rate 0.15% among 340,000; AID 504523, 2011; in the data active = inhibition above about 12%;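 also: human Keap1 Kelch domain with fluorescein labeled Nrf2 9mer peptide probe; 0% = neutral control wells and 100% = peptide positive control; higher means more block of Keap1 binding to Nrf2 peptide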
# Target sequence (Q14145 whole entry, looked up, the tested form may be a part): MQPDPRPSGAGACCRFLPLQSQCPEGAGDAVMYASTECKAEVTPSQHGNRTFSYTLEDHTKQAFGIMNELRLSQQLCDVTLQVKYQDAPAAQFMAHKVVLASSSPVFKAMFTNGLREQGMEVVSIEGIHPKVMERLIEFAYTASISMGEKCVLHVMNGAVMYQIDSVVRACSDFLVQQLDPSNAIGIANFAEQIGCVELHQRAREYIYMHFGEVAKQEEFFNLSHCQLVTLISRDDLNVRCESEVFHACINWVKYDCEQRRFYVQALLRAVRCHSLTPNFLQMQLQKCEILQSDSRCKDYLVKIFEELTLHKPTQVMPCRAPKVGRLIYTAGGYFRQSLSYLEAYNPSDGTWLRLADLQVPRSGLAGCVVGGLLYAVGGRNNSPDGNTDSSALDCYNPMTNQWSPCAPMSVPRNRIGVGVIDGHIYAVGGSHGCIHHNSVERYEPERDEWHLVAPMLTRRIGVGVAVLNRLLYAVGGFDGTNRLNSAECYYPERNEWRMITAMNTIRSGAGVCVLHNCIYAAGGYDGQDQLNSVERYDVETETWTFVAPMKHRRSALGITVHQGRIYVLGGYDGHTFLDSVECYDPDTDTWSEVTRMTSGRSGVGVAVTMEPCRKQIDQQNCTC
# PfHsp90 yeast 2: growth inhibition of PfHsp90-expressing yeast, primary screen, antimalarial PfHsp90 inhibitor project, S. cerevisiae, BacTiter-Glo luminescence, single point, set 2. BacTiter-Glo ATP, 48 h; yeast lacking PDR1 and PDR3 efflux regulators. inhibition, % at 9.4 µM. hit rate 0.32% among 310,000. AID 504621, 2011;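 active = every replicate shows inhibition above about 80%, whatever the replicate mean, limit read from the data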;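 also: 0% = DMSO neutral controls and 100% = 20 µM radicicol positive controls; yeast relying on Plasmodium falciparum Hsp90 in place of its own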
# PvdQ acylase: P. aeruginosa PvdQ acylase inhibitors, primary screen, biochemical, fluorescence, plate reader and imaging, single point. PvdQ acylase [Pseudomonas aeruginosa LESB58]. purified PvdQ acylase. inhibition, % at 10 µM. hit rate 0.063% among 340,000. AID 488965, 2010; in the data active = inhibition above about 30%, passing the limit was not always enough;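 also: 0% = vehicle neutral wells and 100% = reference inhibitor wells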
# LANA DNA inh: inhibitors of KSHV C-LANA binding to DNA, primary screen, biochemical, fluorescence polarization, FAM-LBS DNA, MBP-C-LANA, single point. inhibition, % at 9 µM. AID 504423, 2011. hit rate 0.078% among 340,000;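 active = highest replicate inhibition at or above 60% at 9 µM, even if other replicates fall short; inactive = all replicates below 60% inhibition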;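 also: 0% = neutral control wells and 100% = 4 µM acridine orange control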
# CDK5 inh: inhibitors of human CDK5/p35 kinase, primary screen, biochemical, single concentration; inhibition, % at 10 µM; AID 488839, 2010; Cyclin-dependent kinase 5 (Homo sapiens) + Cyclin-dependent kinase 5 activator 1 (Homo …; hit rate 0.01% among 330,000; Recombinant CDK5/p35, ADP-Glo luminescence, 60 min;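 active = highest replicate inhibition of at least 50% and at least 75% of replicates reaching 50%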;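 also: plate controls were DMSO neutral control for no effect and GW8510 at 10 µM for full effect; many of its hits are not listed in these tables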
# dFosB act: activators of delta FosB homodimer, primary screen, biochemical, fluorescence polarization, TAMRA-CDK5 oligo, single point; purified delta FosB; percent of positive-control signal above neutral wells; hit rate 0.99% among 340,000; Protein FosB (Mus musculus), P13346; activation, % at 25 µM;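 active = mean activation above about 17%, with every replicate also reaching it, limit read from the data, passing the limit was not always enough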;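 also: fluorescence polarization rise as delta FosB binds a TAMRA Cdk5 AP-1 oligo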
# Target sequence (P13346 whole entry, looked up): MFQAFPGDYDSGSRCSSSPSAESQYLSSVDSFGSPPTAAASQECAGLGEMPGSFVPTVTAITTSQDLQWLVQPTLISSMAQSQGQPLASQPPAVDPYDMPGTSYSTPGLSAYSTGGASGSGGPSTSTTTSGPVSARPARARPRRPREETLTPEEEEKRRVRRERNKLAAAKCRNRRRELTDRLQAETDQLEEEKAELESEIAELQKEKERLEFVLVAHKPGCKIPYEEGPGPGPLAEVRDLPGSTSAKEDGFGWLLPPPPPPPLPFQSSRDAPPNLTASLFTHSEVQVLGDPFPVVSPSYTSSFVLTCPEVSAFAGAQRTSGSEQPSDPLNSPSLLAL
# NSD2 HMT inh: NSD2 histone methyltransferase inhibitors, primary screen, biochemical, AlphaScreen, single concentration, set 2 | Histone-lysine N-methyltransferase NSD2 (Homo sapiens), O96028 | NSD2 peptide methylation, 120 min | inhibition, % at 12.5 µM | hit rate 0.54% among 310,000; in the data active = inhibition above about 50%
# cardiac RTF act: cardiac RTF calcium sensitivity activators, primary screen, biochemical, IANBD-TnC fluorescence, EC20 calcium; hit rate 0.24% among 340,000; IANBD-labeled TnC RTF fluorescence at EC20 calcium; 0% EC20 calcium, 100% full calcium; activation, % at 7.2 µM;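 active = activation above the mean over all tested compounds plus 3 SD, cut at about 30% in these data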;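 also: rise in fluorescence read as greater calcium sensitivity of cardiac thin filaments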
# Rtt109 HAT inh: inhibitors of C. albicans Rtt109/Vps75 HAT, primary screen, biochemical, ThioGlo CoA-SH fluorescence, plate reader | purified Rtt109/Vps75, 4 h | hit rate 0.16% among 330,000 | inhibition, % at 34.9 µM | AID 540336, 2011 | Histone acetyltransferase RTT109 (Candida albicans (strain SC5314 / ATCC MYA-2876)), …;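 active = inhibition of at least 50% in every replicate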
# Mot1-301 SUMO: yeast Mot1-301 growth rescue at high temperature, primary screen, SUMOylation pathway inhibitor project, S. cerevisiae, ATP luminescence, 38.5C; AID 2716, 2010; S. cerevisiae Mot1-301 growth rescue; percent above DMSO median, 100 means doubled; growth rescue, % at 18.8 µM; hit rate 1% among 320,000;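 active = every valid replicate shows activation above 250% relative to neutral control wells; inactive = the rest, any valid replicate at or below 250%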;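 also: OY570 slx delta 5 strain wells were the positive control but not used for scaling; some compounds called inactive have numbers as strong as hits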
# Starred values were filed as active, the others as inactive; i = inactive; . = not tested or not shown.
SMILES,Cardiac RTF inh,Keap1-Nrf2 PPI,PfHsp90 yeast 2,PvdQ acylase,LANA DNA inh,CDK5 inh,dFosB act,NSD2 HMT inh,cardiac RTF act,Rtt109 HAT inh,Mot1-301 SUMO
O=C(CSc1nnc(N2CCCC2)n1-c1ccccc1Cl)N1CCN(c2ccccn2)CC1,-2,0,-9,-20,-3.1,0.2,1,8,-4,-5,.
COc1ccccc1N1CCN(c2nc(C)cc(=O)[nH]2)CC1,-7,0,-3,-3,1.0,1.9,11,2,-2,-3,-10
COc1cc2sc3cc(NCc4ccc(C)o4)ccc3c(=O)c2cc1OC,5,1,.,-4,1.2,0.7,1,.,-4,5,7
O=C(c1ccccc1F)N1CCC(O)(c2cccnc2)CC1,5,0,0,9,0.5,3.5,0,0,0,10,.
CCC(=O)OCCNc1cc(Sc2nc3ccccc3s2)c2nonc2c1[N+](=O)[O-],0,3,11,11,2.7,-0.4,1,-2,2,11,143
Cc1cc2ccccc2nc1SCC(=O)NC1CCCC1,.,2,12,-11,0.5,-0.9,-2,1,.,7,22
Cc1ccc(S(=O)(=O)N2CCN(C(=O)CCc3c[nH]c4ccccc34)CC2)c(C)c1,-1,0,7,-8,-0.4,-3.3,-7,0,-2,1,19
Cc1ccc(CN2CCN(Cc3cn[nH]c3-c3ccccc3)CC2CCO)o1 (configuration not stated),-9,-4,-6,-8,1.4,0.1,-6,2,2,-5,i
CC(=O)c1coc2c1cc(O)c1ccccc12,-6,5,.,-4,0.3,1.6,1,.,3,-5,4
O=C(CNC(=O)c1ccc(Br)cc1)NC1CC1,-4,-3,-5,8,1.4,-1.3,-5,15,-6,13,6
CCOc1ccc(CN(C(=O)c2cc(=O)c3cc(C)cc(C)c3o2)C2CCS(=O)(=O)C2)cc1 (configuration not stated),-5,5,17,6,0.3,-0.5,-18,0,-4,23,5
Cc1sc2ncnc(NC(C)C(=O)O)c2c1C (configuration not stated),2,-3,-41,-14,-1.6,-4.3,2,2,13,-8,0
COC(=O)Nc1ccc(S(=O)(=O)N2CCCCC2C(=O)NCc2ccco2)cc1 (configuration not stated),-7,0,.,-11,1.8,0.3,-3,.,10,-7,1
CN(Cc1c(F)cccc1Cl)C(=O)c1ccc(NC(=O)CC2SC(N3CCCCC3)=NC2=O)cc1 (configuration not stated),-2,1,0,-10,1.8,0.2,-6,1,-4,5,-1
Cc1coc2cc3oc(=O)c(CCC(=O)NCC(=O)O)c(C)c3cc12,-8,3,-13,10,-2.9,0.0,-5,0,2,3,-4
CN(Cc1ccccc1)C(=O)CCS(=O)(=O)c1ccc2c(c1)oc(=O)n2C,-1,1,-18,-10,-0.5,-1.2,-1,7,-3,3,8
Nc1nc(Nc2cccc(F)c2)nc(NCCO)c1[N+](=O)[O-],-5,-3,-4,-17,2.8,42,10,1,2,-8,-1
CC(=NC(C)C)C1=C(O)C(C)OC1=O (configuration not stated),-2,-2,-20,-13,3.1,-0.2,-2,-5,5,12,-5
COc1ccc(N(C)S(=O)(=O)c2ccc3c(c2)CC(C)N3C(=O)C2CC2)c(OC)c1 (configuration not stated),-4,-5,-2,-6,-1.3,0.3,-12,-14,-3,11,-6
COc1cc(-n2c(N)c(C(=O)NCc3ccco3)c3nc4ccccc4nc32)cc(OC)c1OC,-25,-5,-16,-6,-0.1,0.3,-11,0,-3,-4,-4
COc1ccc2[nH]c3c(c2c1)CCN1C(=O)C(CC(=O)NCCCN(C)C)C[C@H](C(=O)N2CCCCC2)[C@@]31C (some centres not stated),-9,3,5,-13,0.2,0.3,-10,.,-2,1,.
Cc1cccn2c(=O)c3cc(C(=O)NC4CCCC4)c(=N)n(CCc4ccccc4)c3nc12,13,-4,-22,10,1.5,0.2,-6,-4,-2,-1,3
CCN(CCCNS(=O)(=O)c1ccc2c(c1)CCN2C(C)=O)c1cccc(C)c1,1,-9,18,-3,-1.6,-1.1,-9,.,-1,2,-1
CCCC(=O)n1nc(-c2ccc(Cl)cc2)nc1SC,-7,0,3,-6,78*,-0.2,4,2,-2,3,22
Oc1ccccc1CN1CCCC(N2CCc3ccccc3C2)C1 (configuration not stated),-1,-2,19,-15,1.3,-1.5,-7,4,-4,-7,-11
# Carrying on.
SMILES,Cardiac RTF inh,Keap1-Nrf2 PPI,PfHsp90 yeast 2,PvdQ acylase,LANA DNA inh,CDK5 inh,dFosB act,NSD2 HMT inh,cardiac RTF act,Rtt109 HAT inh,Mot1-301 SUMO
O=C(O)c1cnn(-c2nc(-c3cccc([N+](=O)[O-])c3)cs2)c1C(F)(F)F,-9,-2,1,-9,0.2,0.4,-12,2,-2,11,155
COC(=O)c1ccccc1NC(=O)CSc1ccc(C)cc1,-7,1,.,-7,-0.4,-0.1,-12,-9,7,-4,-35
CCCc1[nH]n(-c2ccc(F)cc2)c(=O)c1C=NCC1CCCO1 (configuration not stated),2,-3,3,-15,-1.2,0.6,-13,.,-1,4,-22
COc1ccc(OC)c(NC(=O)NC2CCCc3ccccc32)c1 (configuration not stated),-3,-7,-5,9,0.8,-0.1,-4,-2,2,9,-5
CCOc1ccc(/C=N/NC(=O)c2cc3c(OC)cc(OC)c(OC)c3[nH]2)cc1,1,-1,-25,9,-2.0,1.6,-18,-3,-4,-1,-4
O=S(=O)(Cc1ccccc1)NC1c2ccccc2Oc2ccccc21,5,-5,-9,3,2.3,-2.1,1,0,-1,6,.
C=CCNC(=O)NC(=O)Cn1c(=O)c2c(ncn2CC)n(Cc2ccccc2)c1=O,1,0,1,-4,-0.2,1.0,1,-6,3,17,-4
CCOC(=O)C1CCN(S(=O)(=O)c2ccc3c4c(cccc24)C(=O)N3CC)CC1,-3,-2,46,-30,0.3,0.7,-7,-21,3,-7,9
Cc1nnc(NC(=O)CSc2nnnn2Cc2ccccc2)s1,5,-3,-22,-13,0.7,-0.1,3,4,1,-16,-2
CCOC(=O)C1=C(CN2CCc3ccccc32)NC(=O)NC1c1ccc(Cl)cc1 (configuration not stated),-1,-4,-17,-17,1.5,5.6,-15,1,8,15,-41
CCOC(=O)Cc1csc(NC(=O)c2ccc(Cl)s2)n1,2,-4,27,-19,-2.1,-1.5,-5,-5,8,6,-9
CN(C)c1nc(N2CCN(c3ccc(F)cc3)CC2)c(C#N)c(=O)o1,-7,-2,.,7,-1.3,0.0,-4,-4,4,.,.
CCOC(=O)N1CCN(C(=O)CSc2nnc(CNC(=O)c3ccccc3F)o2)CC1,-2,1,3,-8,1.4,0.9,-7,.,-4,-9,-18
CN(CCCNC(=O)COc1cc(=O)n(C)c2ccccc12)Cc1ccccc1,0,-1,.,-1,-0.2,-1.2,-2,5,-3,.,0
COC(=O)[C@H]1C[C@@H]1[C@H](N)c1ccccc1,-2,-3,-15,-20,0.3,-1.8,-10,.,4,-6,1
Cc1csc(SC(C)C(=O)Nc2ccc3c(c2)OCCO3)n1 (configuration not stated),2,-3,6,15,1.0,3.5,-6,0,2,-15,-5
CN1/C(=C\C(=O)C[n+]2cccc(C(N)=O)c2)C(C)(C)c2ccccc21,-5,-1,-19,-4,-2.4,-0.3,3,-1,1,-9,-3
O=C(Nc1cccc(F)c1)N1CC=C(n2c(=O)[nH]c3ccccc32)CC1,-1,-2,-1,-18,-1.4,-0.2,1,0,-2,-1,-5
CCOC(=O)[C@H]1[C@H]2COc3ccccc3[C@@H]2N2C(=O)c3ccc(C)cc3NC(=O)[C@@]12C,8,-2,-5,-22,0.9,2.3,-5,.,2,-20,3
CC(C)CCN1CCN(Cc2nc3c(s2)CCCC3)CC1CCO (configuration not stated),-7,3,.,-5,0.3,0.0,-6,4,0,-1,.
COc1ccc(OC)c(CNC(=O)C2CCN(S(C)(=O)=O)CC2)c1,-15,-6,34,-18,-2.0,-1.9,0,-2,2,0,-11
Nc1ncnc2c1ncn2[C@@H]1O[C@H](CNCc2ccccc2OCc2ccc(Cl)cc2Cl)[C@@H](O)[C@H]1O,-1,6,9,-12,-1.8,-0.8,-9,.,-5,-4,5
COc1ccc2nc(SCC(N)=O)cc(C)c2c1,3,3,-18,-9,1.6,0.2,4,-1,1,-6,-8
CCCNS(=O)(=O)c1ccc(-n2cnnn2)c(OC)c1,-2,-3,.,-2,-1.1,0.2,-4,-2,1,0,-4
COc1ccc(-n2c3c(cc(C(=O)NNc4ccccc4)c2=O)C(=O)CC(C)(C)C3)cc1,-5,-1,14,-10,2.1,-3.5,-4,-7,2,4,65
# Next section:
SMILES,Cardiac RTF inh,Keap1-Nrf2 PPI,PfHsp90 yeast 2,PvdQ acylase,LANA DNA inh,CDK5 inh,dFosB act,NSD2 HMT inh,cardiac RTF act,Rtt109 HAT inh,Mot1-301 SUMO
Cc1cc2c(=O)n(Cc3ccco3)c(SCC(=O)N3CCCc4ccccc43)nc2s1,-2,0,3,-5,13,-1.4,-10,0,-1,.,10
CCC(C(=O)NCc1cccc(C)c1)n1nc(C)c2c(C)n(-c3ccccc3)nc2c1=O (configuration not stated),2,-2,-2,-8,-0.1,0.0,-8,1,0,7,-10
Cc1ccc(-c2ccc(C(=O)NCc3ccccc3)o2)c2ccccc12,-9,-4,9,-12,1.9,-2.7,-4,.,0,0,19
CCCCC1CCC(C(=O)NC2CCS(=O)(=O)C2)CC1 (configuration not stated),2,-3,-9,6,-0.4,2.0,-1,-4,-10,10,7
COc1cccc(C2CC(c3cccc(NS(C)(=O)=O)c3)=NN2C(=O)c2ccccc2)c1OC (configuration not stated),-18,-3,-11,-3,-2.5,-0.1,-6,0,-9,1,387*
Cc1cc(=O)oc2cc(OCC(=O)NCc3ccncc3)ccc12,-10,0,-7,7,2.4,-0.5,1,0,1,2,-5
COc1ccc(-c2cc(COc3ccccc3)on2)cc1,-11,0,-2,18,-1.7,0.4,-1,-3,1,-7,37
CC(C)OC(=O)CC(=O)CSc1nc2c(cc1C#N)CCC2,-1,-1,-7,-14,0.6,-0.5,-4,1,1,-7,-15
COc1ccc(C(=O)NCCc2c[nH]c3ccccc23)cc1[N+](=O)[O-],-10,1,-1,-8,-3.9,-0.7,0,5,-4,-1,-24
Cc1cccc(C(=O)c2ccccc2C(=O)O)c1O,-1,0,-5,-1,0.1,0.4,4,-2,2,6,148

# From PubChem BioAssay
